CHT inh – inhibits the human high affinity choline transporter; actives 0.86% (n = 310,000); B-score at 10 µM; CHT-expressing cells, membrane potential dye, choline response; stronger effect = lower value; Q9GZV3;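 active = B-score over 3 SD under the library average, and starting fluorescence ratio not unusually high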;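 note: choline stimulus applied at its EC90 after an EC20 pre-addition; B-score computed on integrated fluorescence ratio after choline addition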
Target sequence (Q9GZV3 whole entry, looked up): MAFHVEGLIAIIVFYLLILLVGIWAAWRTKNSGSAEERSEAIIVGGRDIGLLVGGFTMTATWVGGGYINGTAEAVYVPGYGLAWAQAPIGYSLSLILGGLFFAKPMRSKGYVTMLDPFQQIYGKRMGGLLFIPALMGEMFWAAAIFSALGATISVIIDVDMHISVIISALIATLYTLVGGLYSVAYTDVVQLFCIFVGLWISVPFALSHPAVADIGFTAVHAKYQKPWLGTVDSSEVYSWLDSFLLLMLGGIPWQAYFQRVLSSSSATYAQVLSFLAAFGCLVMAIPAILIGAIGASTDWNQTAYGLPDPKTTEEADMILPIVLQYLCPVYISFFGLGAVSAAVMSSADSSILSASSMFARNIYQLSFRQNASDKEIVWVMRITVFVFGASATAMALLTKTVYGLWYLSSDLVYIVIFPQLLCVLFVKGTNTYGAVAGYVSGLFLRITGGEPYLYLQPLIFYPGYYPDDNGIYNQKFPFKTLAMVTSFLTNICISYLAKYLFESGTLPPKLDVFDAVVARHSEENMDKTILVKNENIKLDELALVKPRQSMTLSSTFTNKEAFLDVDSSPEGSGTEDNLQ
KCNQ2 block – KCNQ2 channel blockers in CHO-K1 cells – cell-based, FluxOR thallium flux, B-score, primary screen (AID 2156); O88943; 20 min; stronger effect = lower value; B-score at 10 µM; actives 1.1% (n = 310,000);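 active = fluorescence ratio B-score at most minus 3 library SDs, with starting brightness B-score within 2 library SDs, cut at about -5.5 in these data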
* = called active by the depositor; i = inactive; nt = no result given.

KCNQ2 block	CHT inh	molecule
i	i	CCC(NC(=O)c1cc(COc2ccc(Cl)cc2OC)on1)c1ccncc1 (stereo unspecified)
i	i	O=C(NC1CCCCC1)N(Cc1nc2ccccc2c(=O)[nH]1)C1CCCCC1
i	-7*	COc1ccc(C(=O)N(C)CCCC2CCCC2)cc1OC1CCN(C(C)C)CC1
i	i	COc1ccc(NC(=O)COC(=O)c2cnccn2)cc1Cl
i	i	CN1OC(c2ccccc2)=C(CO)C1c1ccccc1 (stereo unspecified)
i	i	C=CCOc1cccc(C(=O)N(C)C2CCCN(Cc3ccccc3F)C2)c1 (stereo unspecified)
i	i	Cc1ccc(SCC(=O)Nc2ccc(-c3nnc(-c4ccco4)o3)cc2)cc1
i	i	COc1ccc(C(=O)OCC(=O)N(C)C2CCS(=O)(=O)C2)cc1S(=O)(=O)N(C)Cc1ccccc1 (stereo unspecified)
i	i	COc1ccc(N2CCN(C(CNC(=O)c3ccco3)c3cccnc3)CC2)cc1 (stereo unspecified)
i	i	COc1cc(/C=N/Nc2ccccc2[N+](=O)[O-])ccc1OC(=O)c1ccccc1F
nt	i	CCCCn1c2c(c(=N)c3c1CCC3)CCC2
i	i	CCCN1C2CCCC1CC(NC(=S)Nc1cccc(C)c1)C2 (stereo unspecified)
i	i	O=c1c(Oc2ccccc2F)coc2cc(OCc3cnn(-c4ccccc4)c3)ccc12
i	i	CCc1ccc(OCC(=O)NC(=S)Nc2ccc(C(=O)O)cc2)cc1
i	i	Cc1cccn2c(=O)c3cc(C(=O)NC4CCCC4)c(=N)n(CC4CCCO4)c3nc12 (stereo unspecified)
i	i	COc1cccc(CN2CCN(C(=O)CCc3nnc(C4CCCCC4)o3)CC2=O)c1
i	i	O=C(O)c1ccccc1C(=O)NNC(=O)C(c1ccccc1)c1ccccc1
i	i	OCC(O)C(O)C(O)C(O)C1NCCS1 (stereo unspecified)
i	i	CCN(CC(=O)NCc1ccc(Cl)cc1)C(=O)CSCC(=O)Nc1ccc(OC)cc1
i	i	CC1(C)CC(NC(=O)C2CCN(S(=O)(=O)c3ccccc3C(F)(F)F)CC2)CC(C)(C)N1
i	i	Cc1cccc(NC(=O)CSc2nnc(C)c(C)n2)c1
i	i	Cc1csc2ncc(C(=O)NCc3ccccc3Cl)c(=O)n12
i	i	CC(C)(CN1CCCC1)NS(=O)(=O)c1ccccc1
i	i	CC1(C)CN(c2cccc(-c3ccnc4ncnn34)c2)C1=O
i	i	CCN(CC)CCCNC(=O)C1CCN(c2ncnc3c2sc2cccc(F)c23)CC1
i	i	CCCc1nn(C)c2c(=O)[nH]c(-c3cc(S(=O)(=O)Nc4ccc(NC(C)=O)cc4)ccc3OCC)nc12
i	i	COc1ccc(N2CCN(C(=O)CSc3nnc4c5cc(C)ccc5n(C)c4n3)CC2)cc1
i	i	Cc1cc(C)nc(S/C=C/C(=O)c2ccccc2F)n1
i	i	CCC(C)NS(=O)(=O)c1ccc(OCC(=O)Nc2ccc3c(c2)OCCO3)cc1 (stereo unspecified)
i	i	CCc1cc(C(=O)c2ccc(OC)cc2)c(NC(=O)CN2CCN(C)CC2)s1

An excerpt from the list above, as a working copy:
KCNQ2 block	CHT inh	molecule
i	i	Cc1csc2ncc(C(=O)NCc3ccccc3Cl)c(=O)n12
i	i	CC(C)(CN1CCCC1)NS(=O)(=O)c1ccccc1
i	i	CC1(C)CN(c2cccc(-c3ccnc4ncnn34)c2)C1=O

Additional entries follow:
KCNQ2 block	CHT inh	molecule
i	i	Cc1ccccc1CC(=O)NC1CCCc2ccccc21 (stereo unspecified)
i	i	COc1cc(/C=N/n2c(C)nc3ccccc3c2=O)cc(OC)c1O
i	i	Clc1cccc(Cl)c1COc1ccccc1CNn1cnnc1
i	i	CCO[C@H]1OC(C(=O)N2CCN(Cc3ccc4c(c3)OCO4)CC2)=C[C@@H](C2CC2)[C@@H]1CCCO
i	i	COc1cc(/C=N/NC(=O)COc2ccccc2[N+](=O)[O-])ccc1OC(=O)c1ccco1
i	i	CCc1ccc(Cn2nnc(C(=O)Nc3ccc(OC)cc3OC)c2N)cc1
i	i	CN(C(=O)COC(=O)c1ccc(C#N)cc1)c1ccccc1
i	i	O=C(O)C1CCCCC1C(=O)NCc1ccc(F)cc1 (stereo unspecified)
i	i	Cc1cc(C)c2c(c1)C1C=CCC1C(c1ccc(S(=O)(=O)N3CCOCC3)cc1)N2 (stereo unspecified)
i	i	O=C(O)c1cc2ccccc2c(N=Nc2cccnc2)c1O
i	i	Cc1ccc(NC(=S)N2CCSC2c2cccs2)cc1 (stereo unspecified)
i	i	O=C(COC(=O)c1cccs1)Nc1cccc(S(=O)(=O)N2CCOCC2)c1
i	i	CC(C)Oc1ccc(C(=O)Nc2cc(=O)n(C)c(=O)n2C)cc1
i	i	NC(=S)Nc1ccc(F)c(F)c1F
i	i	Cc1cc(C)n(-c2cccc(Cl)c2C#N)n1

In another format: entries from further up
compound	KCNQ2 block	CHT inh
CCc1ccc(Cn2nnc(C(=O)Nc3ccc(OC)cc3OC)c2N)cc1	i	i
Cc1cc(C)c2c(c1)C1C=CCC1C(c1ccc(S(=O)(=O)N3CCOCC3)cc1)N2 (stereo unspecified)	i	i

Entries listed above printed as active in CHT inh:
KCNQ2 block	CHT inh	molecule
i	-7*	COc1ccc(C(=O)N(C)CCCC2CCCC2)cc1OC1CCN(C(C)C)CC1

Remaining list, next part
KCNQ2 block	CHT inh	molecule
i	i	CCCN(CCC)CC(O)COc1ccc([N+](=O)[O-])cc1 (stereo unspecified)
i	i	O=C(c1cccs1)N1CCCC(c2nc(-c3ccc(F)cc3)no2)C1 (stereo unspecified)
i	i	CN(CCCNC(=O)c1ccc(/C=N/O)nc1)CCCN(C)Cc1ccccc1
i	i	C=CCn1c(Oc2ccc(C(=O)OC)cc2)nc2c1c(=O)n(C)c(=O)n2C
i	i	Cc1ccc(S(=O)(=O)N2CCCC(C(=O)NCc3ccco3)C2)cc1Cl (stereo unspecified)
i	i	CCC(=O)Oc1ccc(C/C(=N\O)c2ccc(O)cc2O)o1
i	i	COc1ccc(Br)cc1/C=N/NC(=O)c1cccnc1
i	i	O=C(O)c1ccc(-c2ccc(/C=c3/sc4nc5ccccc5n4c3=O)o2)cc1Cl
i	i	CC1(C)CC2(CCO1)CNC(=O)O2 (stereo unspecified)
i	i	Cc1ccc(NC(=O)Nc2cc(Cl)ccc2C2COC(=O)C2=N)cc1 (stereo unspecified)
i	i	CCn1c(=S)sc2nc(C)sc21
i	i	COC(=O)C1=CN(Cc2ccc(C)cc2)C=C(C(=O)OC)C1c1cc(OC)c(OC)c(OC)c1
i	i	CCOc1ccccc1N=Cc1c(O)c2ccccc2oc1=O
i	i	O=C(O)COCc1nc2ccccc2[nH]1
i	i	COc1ccc(Nc2ncnc3c2oc2ccccc23)cc1
i	i	CCN(CC)S(=O)(=O)c1cccc(C(=O)OC2CC(C)OC2=O)c1 (stereo unspecified)
i	i	Cc1cc(NC(=O)CS(=O)(=O)c2ccc(Cl)cc2)no1
i	i	C=CCN(CC=C)CC(O)Cn1c2ccccc2c2ccccc21 (stereo unspecified)
i	i	Cc1c(C#N)c(NC(=O)CCl)n(Cc2ccc(F)cc2)c1C
i	i	Cc1nn(-c2ccccc2)c(C)c1/C=C/C(=O)OCC(=O)Nc1ncc(Cl)cc1Cl
i	i	CSc1cccc(CN2CCCC(C(=O)Nc3cccc(-n4cccn4)c3)C2)c1 (stereo unspecified)
i	i	COC(=O)c1ccc(/C=C/c2c(-c3ccsc3)oc3ccc(N4CCOCC4)cc23)cc1
i	i	Cc1ccc(CNc2nc3ccccc3n3nnnc23)cc1
i	i	Cc1csc(SCC(=O)Nc2ccccc2[N+](=O)[O-])n1
i	i	Cn1nnc(NC(=O)c2cccc(F)c2)n1
i	i	CCOc1ccc(N2CC(C(=O)NCCc3ccc(F)cc3)CC2=O)cc1 (stereo unspecified)
i	i	CC(C)C(=O)c1ccc(O)c(O)c1
i	i	Cc1c(C(=O)N2CCCCCC2)nnn1-c1nonc1N
i	i	Nc1nnc(SCC(=O)Nc2ccc(F)c(Cl)c2)n1-c1ccccc1
i	i	CCOC(=O)C1=C(C)NC(C)=C(C(=O)OCC)C1c1cn(-c2ccccc2)nc1-c1ccco1
i	i	C/C(=N/NC(=O)c1cnccn1)c1ccncc1
i	i	CCN(C(=O)COC(=O)CCc1c[nH]c2ccccc12)c1c(N)n(Cc2ccccc2)c(=O)[nH]c1=O
nt	i	CCC(=O)N1CCN(C(=O)c2ccccc2)CC1
i	i	Cc1cccc(Nc2nnc(SCC3CCCCO3)s2)c1 (stereo unspecified)
i	i	Cc1ccc(Cn2c(=O)c3c(nc4n3CCCN4Cc3ccccc3)n(C)c2=O)cc1
i	i	O=C(NCCCN1CCOCC1)c1nn(-c2ccccc2)c(=O)c2ccccc12
i	i	CCC(C)N(C(=O)COC(=O)CNC(=O)c1ccccc1F)C1CCS(=O)(=O)C1 (stereo unspecified)
i	i	CCN(c1ccccc1)S(=O)(=O)c1ccc(OC)c(NC(=O)CN(C)C)c1
i	i	CNC(=O)C1CCN(S(=O)(=O)c2c(C)noc2/C=C/c2ccc(C)cc2)CC1
i	i	CC(C)c1ccc(NC2CCCN(C(=O)CN3CCCC3=O)C2)cc1 (stereo unspecified)
i	i	Cn1cnnc1Sc1cc(N2CCN(S(=O)(=O)c3ccc(Cl)c(Cl)c3)CC2)ccc1[N+](=O)[O-]
i	i	CC(C)CN(C(=O)COC(=O)c1c(Cl)ccc(Cl)c1Cl)C1CCS(=O)(=O)C1 (stereo unspecified)
i	i	O=C(COC(=O)c1ccc(NS(=O)(=O)c2ccc(F)c(F)c2)cc1)NCC1CCCO1 (stereo unspecified)
i	i	Cc1cccc(OCC(=O)Nc2ccc(NC(=O)c3ccco3)c(C)c2)c1
i	i	CCn1c2ccccc2c2cc(NC(=O)c3coc(=O)c(Br)c3)ccc21
i	i	COC(=O)c1cccc(Nc2ncnc3ccc(C)cc23)c1
i	i	NC(=O)NCC(=O)N1CCC(C(O)(c2ccccc2)c2ccccc2)CC1
i	i	CC1=C(C(=O)c2ccccc2)C(c2ccc(N3CCOCC3)cc2)NC(=O)N1 (stereo unspecified)
-6.3*	i	COc1cc(OC)cc(C(=O)Nc2nc(CC(=O)NC(C)c3ccccc3)cs2)c1 (stereo unspecified)
i	i	COc1cc(/C=C2\SC(c3ccc(C)cc3)=NC2=O)cc(OC)c1OC
nt	i	CCOC(=O)c1cnc2sc3c(n2c1=O)CCCC3
nt	i	Cc1ccc(S(=O)(=O)NC(=O)COc2ccccc2C)cc1
i	i	COc1cccc(Nc2nc3ccccc3c(=O)[nH]2)c1
i	i	COc1ccc(S(=O)(=O)Nc2ccc3c(c2)OCO3)cc1C
i	i	CN(C)c1ncc(S(=O)(=O)c2ccc(Cl)cc2)c(-c2ccc(Cl)cc2Cl)n1
i	nt	CCN1CCN(c2cc(SC(C)C)nc(-c3ccc(OC)cc3)n2)CC1
i	i	CC(C)c1nc(SCC(=O)Nc2cccc(S(N)(=O)=O)c2)n[nH]1
i	i	C=C(C)[C@@H]1CC[C@]2(C(=O)O)CC[C@]3(C)C(CCC4[C@@]5(C)CC[C@H](O)C(C)(C)C5CC[C@]43C)C12 (stereo partly specified)
i	i	CN1CCc2c(sc3nc(SCC(N)=O)n(-c4ccccc4)c(=O)c23)C1
i	i	Cc1ccc(N2C(=O)CC(c3c[nH]c4ccccc34)C2=O)cc1 (stereo unspecified)

Next entries follow.
KCNQ2 block	CHT inh	molecule
i	i	COc1ccc(N2CCN(C(=O)c3cn(C)c(=O)c4c3c3ccccc3n4C)CC2)cc1
i	i	O=C(Cc1cccc2ccccc12)N/N=C/c1ccc(F)cc1
i	i	N#CC1=C(S)N(c2ccccc2)C(c2ccc(-c3cc(Cl)ccc3Cl)o2)NC1=O (stereo unspecified)
i	i	Cc1cc2nc(CSc3ccc(Cl)cc3)cc(=O)n2[nH]1
i	i	CC[N+]1(CC(O)COC2CC(C)CC(C)(C)C2)CCOCC1 (stereo unspecified)
i	i	CSc1ccc(CN(C)C(=O)C(c2ccccc2)c2ccccc2)cc1
i	i	CNS(=O)(=O)c1ccc(NC(=O)c2ccoc2C)cc1
i	i	O=[N+]([O-])c1cccc(/C=N/NC2=NCCCCC2)c1
i	i	O=C(NCC(=O)N1CCCCCC1)c1ccc(OC(F)F)cc1
i	i	Cc1ccc(OCC(=O)NNC(=O)c2cccnc2)cc1
i	i	COc1ccc(CCC(=O)OC(C)C(=O)c2ccc(C)cc2)cc1 (stereo unspecified)
i	i	CC1=C(C(=O)OCC2CCCO2)C(c2ccc(O)cc2)NC(=O)N1 (stereo unspecified)
i	i	O=C(CN1C(=O)COc2ccccc21)N(Cc1cccnc1)Cc1cccc(F)c1
i	i	O=C(NCC1CCCO1)c1cccc(N2CCCC2=O)c1 (stereo unspecified)
i	i	C=CCN(c1ccc(Cl)cc1)S(=O)(=O)c1cccc(C(=O)O)c1
i	i	COc1ccc(-c2cc(=O)oc3c(C)c(OCC(=O)N(C)C)ccc23)cc1
i	i	Cc1cc(C)c(C#N)c(SCc2ccccc2[N+](=O)[O-])n1
i	i	CCOc1ccc(CNC(=O)C2CCN(C(=O)N3CC(C)Oc4ccccc43)CC2)cc1 (stereo unspecified)

Gathered by group: the compounds so far containing a thiophene ring, fused or not (7)
KCNQ2 block	CHT inh	molecule
i	i	CCN(CC)CCCNC(=O)C1CCN(c2ncnc3c2sc2cccc(F)c23)CC1
i	i	CCc1cc(C(=O)c2ccc(OC)cc2)c(NC(=O)CN2CCN(C)CC2)s1
i	i	Cc1ccc(NC(=S)N2CCSC2c2cccs2)cc1 (stereo unspecified)
i	i	O=C(COC(=O)c1cccs1)Nc1cccc(S(=O)(=O)N2CCOCC2)c1
i	i	O=C(c1cccs1)N1CCCC(c2nc(-c3ccc(F)cc3)no2)C1 (stereo unspecified)
i	i	COC(=O)c1ccc(/C=C/c2c(-c3ccsc3)oc3ccc(N4CCOCC4)cc23)cc1
i	i	CN1CCc2c(sc3nc(SCC(N)=O)n(-c4ccccc4)c(=O)c23)C1
